# From PubChem BioAssay
# bIAP inhibitor = blocks bovine intestinal alkaline phosphatase activity; purified bovine IAP, CDP-star luminescence, 30 min; inhibition, % at 20 µM; 190,000 tested, under 10 active; AID 1019;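 active means over 50% inhibition of intestinal alkaline phosphatase at 20 µM in the single-dose screen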
#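 Incubation: 30 min reaction at room temperature / Material: purified bovine intestinal alkaline phosphatase (IAP) enzyme / Input: enzyme at 1/65,000,000 dilution / Dosing: 20 µM single dose / Signal: CDP-star luminescence signal / Reagent: CDP-star chemiluminescent phosphatase substrate, 30 µM final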
# TNAP inh noacc = blocks human TNAP activity with no phosphate acceptor present; 200,000 compounds, 0.26% hits; purified TNAP, CDP-star luminescence, 30 min; inhibition, % at 20 µM;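 active means tissue-nonspecific alkaline phosphatase inhibition above about 50% at 20 µM in the single-dose screen, limit read from the data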;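 further: 0% = DMSO negative control and 100% = EDTA positive control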
# Target sequence (P05186 whole entry, looked up): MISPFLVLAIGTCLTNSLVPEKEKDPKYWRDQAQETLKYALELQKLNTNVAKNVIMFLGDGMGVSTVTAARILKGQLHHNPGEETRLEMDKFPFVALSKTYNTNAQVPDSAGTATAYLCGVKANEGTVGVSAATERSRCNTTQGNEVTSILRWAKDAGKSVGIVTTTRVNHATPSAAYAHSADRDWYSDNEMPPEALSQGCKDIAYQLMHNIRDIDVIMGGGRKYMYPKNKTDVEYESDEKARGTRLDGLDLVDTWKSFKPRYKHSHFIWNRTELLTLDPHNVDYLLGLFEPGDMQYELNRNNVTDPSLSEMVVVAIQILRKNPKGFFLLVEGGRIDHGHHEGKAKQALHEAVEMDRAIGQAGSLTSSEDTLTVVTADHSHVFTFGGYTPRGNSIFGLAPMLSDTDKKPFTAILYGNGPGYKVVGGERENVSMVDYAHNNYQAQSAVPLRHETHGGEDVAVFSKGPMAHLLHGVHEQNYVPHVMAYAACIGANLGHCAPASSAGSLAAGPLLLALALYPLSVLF
# FLuc inh counter = counter-screen for luciferase assay inhibitors: firefly luciferase inhibition; P08659; ATPLite firefly luciferase biochemical luminescence, 10 min; inhibition, % at 10 µM; 200,000 compounds, 1.5% hits; AID 1006;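 active means inhibition above about 50% when tested at 10 µM, limit read from the data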
# Target sequence (P08659 whole entry, looked up): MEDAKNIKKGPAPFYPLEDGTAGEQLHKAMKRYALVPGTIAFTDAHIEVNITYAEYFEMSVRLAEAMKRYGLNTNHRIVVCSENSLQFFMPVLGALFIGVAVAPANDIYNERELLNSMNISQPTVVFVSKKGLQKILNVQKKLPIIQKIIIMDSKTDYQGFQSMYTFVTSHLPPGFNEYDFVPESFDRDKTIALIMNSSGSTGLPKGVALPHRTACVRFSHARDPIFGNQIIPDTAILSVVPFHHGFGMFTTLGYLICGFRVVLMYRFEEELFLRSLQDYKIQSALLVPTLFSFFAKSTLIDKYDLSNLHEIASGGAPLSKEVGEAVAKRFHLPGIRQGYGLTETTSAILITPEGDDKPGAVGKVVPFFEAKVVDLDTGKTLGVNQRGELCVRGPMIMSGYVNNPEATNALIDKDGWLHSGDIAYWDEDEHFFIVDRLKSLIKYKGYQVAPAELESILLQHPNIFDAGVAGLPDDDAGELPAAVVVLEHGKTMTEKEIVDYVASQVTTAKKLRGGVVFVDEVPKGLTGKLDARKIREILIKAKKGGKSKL
# APP 5UTR inh = APP translation inhibition; SH-SY5Y APP 5'UTR-luciferase reporter, luminescence; inhibition, % at 2 µM; 190,000 compounds, 0.82% hits;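 active means inhibition above a set limit, derived from the sample mean plus 3 SD, cut at about 45% in these data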; further: values of inactives mirror those of a sister screen read the other way
# TNAP act hiacc = activators of human TNAP at high phosphate acceptor concentration. P05186. purified TNAP, CDP-star luminescence, 1 M DEA, 30 min; hits give high values; 0 = EDTA background, 1 = DMSO-only activity. activation factor at 20 µM. 200,000 tested, under 10 active;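 active means activation factor at least 2 at 20 µM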
#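 Dosing: 20 µM single point. System: human TNAP. Amount: TNAP 1/800 final. Incubation: 30 min, room temperature. Read-out: TNAP activation factor scaled between EDTA and DMSO control wells. Signal: luminescence from CDP-star hydrolysis. Medium: 1 M DEA, pH 9.8, Mg2+, Zn2+. Control set: EDTA negative control, DMSO positive control.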
# FLuc stim CS = firefly luciferase counter-screen for stimulation assays; 200,000 tested, under 10 active; activation factor at 10 µM; ATPlite luciferase biochemical, luminescence, 10 min; 0 = ATP-free wells, 1 = DMSO control;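 active means luciferase activation factor, scaled between plate controls, of at least 2 with compound at 10 µM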
#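 Material: luciferase plus luciferin reagent, cell-free. Medium: PBS buffer for ATP. Also added: ATP substrate, dispensed from a 10.24 µM working solution in PBS. Doses: test compounds dosed from 2 mM stocks in 100% DMSO. Incubation: 10 min post-reagent at room temperature. Technique: light output (luminescence). Read-out basis: luminescence gain marking luciferase activators.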
# RAM inhibit = yeast RAM network inhibition | S. cerevisiae dse1pr::URA3 reporter, 5-FOA growth OD615, 2 d; analog-sensitive cbk1-as2 kinase mutant strain | inhibition, % at 50 µM | 190,000 compounds, 1.8% hits;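 active means inhibition above a set limit, 3 SD over mean compound inhibition, cut at about 8.4% in these data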;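 further: 0% = DMSO-only wells with no growth and 100% = 10 µM 1-NA-PP1 full growth; inhibition rescues growth on 5-FOA so higher OD means more RAM inhibition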
# TNAP inh hiacc = inhibitors of human TNAP at high phosphate acceptor concentration. P05186. purified TNAP, CDP-star luminescence, 1 M DEA. inhibition, % at 20 µM. 200,000 compounds, 0.03% hits. AID 1135;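 active means over 50% inhibition of tissue-nonspecific alkaline phosphatase at 20 µM in the single-dose screen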;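 further: plate controls were DMSO wells for no effect and EDTA-quenched wells as full inhibition for full effect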
# bIAP act = intestinal alkaline phosphatase (bovine) activation; 200,000 compounds, 0.17% hits; purified bovine IAP, CDP-star luminescence, 30 min; hits give high values; fold of DMSO-control signal, blank-subtracted; activation factor at 20 µM; AID 1016;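 active means activation factor of 2 or more at 20 µM, a signal rise over negative controls twice the positive control's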
# L major viab = inhibitors of Leishmania major promastigote growth | Leishmania major promastigotes, resazurin fluorescence viability | AID 1063 | 200,000 compounds, 9% hits | inhibition, % at 10 µM; in the data active means inhibition above about 50%;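 further: promastigotes grown with compound for 44 hours at 28 °C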
# * marks the source's active call; other numbers are inactive results.
SMILES,bIAP inhibitor,TNAP inh noacc,FLuc inh counter,APP 5UTR inh,TNAP act hiacc,FLuc stim CS,RAM inhibit,TNAP inh hiacc,bIAP act,L major viab
CC1CC(=O)N(C)c2cc([N+](=O)[O-])ccc2N1 (stereo not given),-3,-16,-5,-12,1,1,3.3,1,1,-9
Cc1ccc(NC(=O)C2CC(=O)N(c3ccc4c5c(cccc35)CC4)C2)cc1 (stereo not given),-4,-11,-8,19,1,1.1,0.0,-4,1,12
CCN(Cc1ccncc1)C(=O)c1cccc(S(=O)(=O)N2CCOCC2)c1,-15,-10,-3,40,1,1,0.0,-2,1.1,-6
Nc1nonc1C(=O)NCCNC(=O)c1cccs1,5,-14,-5,-2,1.1,1,0.7,-8,1,-7
O=C(N/N=C1\CC(c2ccccc2)Oc2ccccc21)c1cccnc1 (stereo not given),5,-2,6,10,1,0.9,0.9,-4,1,-1
CN=C1SC(CC(=O)Nc2ccccc2F)C(=O)N1C (stereo not given),15,-2,0,-9,1,1,0.5,-1,0.9,-7
Cc1ccc(C(=O)n2c(N)nc3ccccc32)cc1,-19,-7,97*,-35,1,0,0.5,-4,1.2,18
COCCNC(=O)c1cnn2c1NC(c1ccco1)CC2C(F)(F)F (stereo not given),6,-8,-2,6,1,1,1.3,-1,0.9,-5
O=C(Nc1ccccc1)O/N=C/c1ccncc1,-6,-10,1,-13,1,1,1.1,-4,1.1,2
CC1=C(C(=O)OCC2CCCO2)C(c2ccccc2)C2=C(CCCC2=O)N1 (stereo not given),-2,-18,-4,-5,1.1,1,-1.5,-5,1,0
Cc1cccc(N(CC(=O)NCCSCc2ccccc2)S(C)(=O)=O)c1,2,-14,-3,13,1,1,1.6,-4,1,-3
CC(C)N(C(=S)Nc1cc(S(=O)(=O)N2CCOCC2)ccc1Cl)c1ccccc1,15,-1,-3,14,1,1,0.1,-4,0.9,28
Cc1ccnc(NC(=O)C2CCN(S(=O)(=O)c3cccc4nonc34)CC2)c1,8,-9,-9,-10,1.1,1.1,-0.4,-7,0.9,99*
COc1cc(CN(C)Cc2ccccc2)cc(OC)c1O,-2,-4,-3,-21,1,1,0.3,2,1,-2
O=S(=O)(Nc1cccc(-c2ccc3nncn3n2)c1)c1ccc(Cl)s1,1,-12,-4,3,1,1,1.1,-3,1,6
Cc1cc(C)n(/N=C/c2cccc([N+](=O)[O-])c2)c(=O)c1,4,0,1,13,1.1,1,2.6,-6,1,-3
COc1ccc(OC)c2sc(NC(=O)C(C)C)nc12,-3,-13,4,-7,1,1,2.6,2,1,0
O=C(NCC1(c2ccccc2)CCOCC1)c1cccs1,-4,1,-6,9,1,1.1,1.0,-3,1,-1
N#Cc1cc([N+](=O)[O-])cnc1Nc1ccccc1,-2,-5,-5,-18,0.9,1.1,1.1,13,1,18
CS(C)(=O)=NS(=O)(=O)c1ccc(Cl)cc1,5,-4,-7,-6,1.1,1.1,3.4,-7,1,-3
Cc1ccc(S(=O)(=O)N(C)C)cc1NC(=O)COC(=O)CCC(=O)c1cccs1,-8,-3,2,-10,1,1,0.1,0,1.1,2
O=C(CSc1ncnc2c1nnn2Cc1ccccc1)NC1CCCC1,5,-16,-2,10,1,1,3.4,-3,1,10
CCOC(=O)N1CCN(C(=O)c2cc(C)c3c(C)nn(-c4ccccc4)c3n2)CC1,1,1,-10,14,1,1.1,1.0,-2,1,-3
CNC(=O)Nc1ccccc1F,-17,-21,-6,-7,1,1.1,2.2,-5,1.2,-7
Fc1cc(Br)ccc1NC(=S)Nc1cccnc1,31,20,-6,-8,1,1.1,-0.7,-4,0.7,5
CCOc1ccccc1CNC(=O)c1cc2oc3ccccc3c2n1C,25,-6,-10,-6,1.1,1.1,2.3,-7,0.8,8
CCCn1nc(-c2nnc(-c3ccc(C)c(C)c3)o2)c2ccccc2c1=O,27,5,-6,1,1,1.1,3.0,-1,0.7,-5
COc1cc(NC(=O)c2cc3nc(-c4ccccc4)cc(-c4ccccc4)n3n2)cc(OC)c1OC,9,-6,-8,6,1.1,1.1,4.5,-5,0.9,-1
COC(=O)C1=C(C(=O)OC)C2(OC1c1cccc(F)c1)C(=O)c1ccccc1C2=O (stereo not given),9,-4,-2,-4,1,1,0.3,2,0.9,1
Cc1ccc(-n2ccc(-c3nn(-c4ccccc4)ccc3=O)n2)cc1,2,-13,-3,-4,1,1,4.3,-4,1,2
COC(=O)C(C)Sc1nc2c(cnn2-c2ccc(C)cc2)c(=O)[nH]1 (stereo not given),8,-3,0,-5,1,1,0.8,3,0.9,2
COCCNC(=O)C(c1ccc(C)o1)N(C(=O)Cn1nnc2ccccc21)c1ccccc1 (stereo not given),-2,-9,-6,19,1.1,1.1,0.5,-6,1,12
COc1ccccc1NC(=S)NCCc1ccccc1,18,-9,-5,-20,1,1.1,-0.8,-4,0.8,10
CCOC(=O)CSc1nnc(CNC(=O)c2ccc(OC)cc2)n1C1CCCCC1,-4,3,-8,11,1,1.1,1.7,-4,1,-3
Cc1ccc2nc(SCc3cn4cccnc4n3)[nH]c2c1,11,-87,-2,-11,1,1,0.4,-2,0.9,-5
Brc1cccc(/C=N/Nc2nc(N3CCCCC3)nc(N3CCCCC3)n2)c1,1,-5,-6,12,1.1,1.1,-0.1,-6,1,52*
COc1ccc(C2=NOC(C(=O)NCc3ccccn3)C2)cc1OC (stereo not given),0,1,-3,-23,1,1,2.4,-2,1,-1
Cc1cc(=O)oc2cc(NC(=O)CCCC(=O)O)ccc12,4,-8,-2,35,1.1,1,0.8,-7,1,-1
Cc1ccc(NC(=O)/C(C#N)=C/c2ccc(C)s2)c(C)c1,6,-19,5,-10,1,0.9,3.6,-4,0.9,-2
FC(F)(F)c1cc(C(F)(F)F)c2ccc(Oc3ccccc3)nc2n1,2,-11,-9,-7,1.1,1.1,3.8,-6,1,-4

# Compound profiles, as listed above.
# Listed for Cc1cc(=O)oc2cc(NC(=O)CCCC(=O)O)ccc12 : bIAP inhibitor = 4; TNAP inh noacc = -8; FLuc inh counter = -2; APP 5UTR inh = 35; TNAP act hiacc = 1.1; FLuc stim CS = 1; RAM inhibit = 0.8; TNAP inh hiacc = -7; bIAP act = 1; L major viab = -1
# Listed for Fc1cc(Br)ccc1NC(=S)Nc1cccnc1 : bIAP inhibitor = 31; TNAP inh noacc = 20; FLuc inh counter = -6; APP 5UTR inh = -8; TNAP act hiacc = 1; FLuc stim CS = 1.1; RAM inhibit = -0.7; TNAP inh hiacc = -4; bIAP act = 0.7; L major viab = 5
# Listed for COc1ccc(C2=NOC(C(=O)NCc3ccccn3)C2)cc1OC (stereo not given) : bIAP inhibitor = 0; TNAP inh noacc = 1; FLuc inh counter = -3; APP 5UTR inh = -23; TNAP act hiacc = 1; FLuc stim CS = 1; RAM inhibit = 2.4; TNAP inh hiacc = -2; bIAP act = 1; L major viab = -1

# Carrying on.
SMILES,bIAP inhibitor,TNAP inh noacc,FLuc inh counter,APP 5UTR inh,TNAP act hiacc,FLuc stim CS,RAM inhibit,TNAP inh hiacc,bIAP act,L major viab
COc1cccc(Nc2nc(-c3sc(N)nc3C)cs2)c1,16,-27,4,18,1,1,2.2,-1,0.8,17
CCCCCCCCOC(=O)c1ccc(N)cc1,11,-2,-9,-17,1,1.1,1.0,-2,0.9,3
CCCCNC(=O)c1ccc(Cn2c(=S)[nH]c3c([nH]c4ccc(OC)cc43)c2=O)cc1,15,-19,-6,7,1,1.1,7.0,-1,0.9,-8
COc1ccc(C(=O)Nc2nc3ccccc3c(=O)[nH]2)cc1,12,-2,39,-177,1,0.6,-0.3,-1,0.9,-2
O=C(Nc1ccc(Oc2nnc(-c3ccccc3)c3ccccc23)cc1)c1ccccc1,-5,-3,-5,5,1,1.1,2.3,4,1,77*
O=S(Cc1ccc(Br)cc1)Cc1nnc(SCc2c(Cl)cccc2Cl)n1-c1ccccc1 (stereo not given),-14,-7,-1,-11,1.1,1,2.0,-7,1.1,96*
CCOC(=O)c1cccc(NC(=O)c2ccccc2C)c1,9,-8,-3,20,1,1,1.0,-1,0.9,-5
CC(NC(=O)Cn1nc(C(=O)O)c2ccccc2c1=O)C12CC3CC(CC(C3)C1)C2 (stereo not given),-1,6,-6,-3,1.1,1.1,1.2,-6,1,-3
CC(=O)c1c(C(C)=O)c(C)n(-c2ccc(C)c(NC(=O)c3ccccc3Cl)c2)c1C,-7,-6,-2,-11,1,1,1.5,0,1.1,53*
COc1ccc(C=O)cc1COc1ccc(Cl)cc1[N+](=O)[O-],6,-11,-7,-2,1,1.1,5.5,-4,0.9,-3
CCS(=O)(=O)c1ccc2oc(SCC(=O)c3ccco3)nc2c1,-11,-50,-2,4,1.1,1,2.4,-5,1.1,43
CCN(CC)CCN(C)C1CCC(c2ccccc2)CC1 (stereo not given),4,18,-6,-4,1,1.1,1.6,-2,1,94*
COCCn1c(SCC(=O)N2CCC(C)CC2)nc2ccccc2c1=O,2,-12,-12,19,1.1,1.1,-0.3,-7,1,-3
Cc1cccc(C)c1OCCCCn1cnc2ccccc2c1=O,0,-6,-3,-11,1,1,-0.1,-2,1,-2
Cc1c(C(=O)NCCSCc2ccco2)cccc1[N+](=O)[O-],30,-12,-9,-8,1.1,1.1,0.8,-6,0.7,44
Cc1cc(=O)oc(C)c1C(=O)NC1CCCCCCC1,-9,1,-7,4,1,1.1,1.2,-2,1.1,4
O=C(NCC1CCCO1)c1ccc(CSCc2cccc(F)c2)o1 (stereo not given),-4,-8,-3,5,1,1,-0.2,0,1,2
O=C(NC1CCCCC1)N(Cc1ccc(F)cc1)Cc1nc2ccccc2c(=O)[nH]1,3,-3,-13,-4,1.1,1.1,2.5,-7,1,3
CCOc1cc(S(=O)(=O)N2CCCCC2)ccc1Cl,18,-2,-1,-10,1,1,-0.5,0,0.8,11
CCOc1ccc(/C=C/C(=O)c2c(O)c3ccccc3oc2=O)cc1,-3,-6,67*,-6,1,0.3,2.9,2,1,-5
CCCCNC(=O)C1c2ccccc2Oc2ccccc21,7,-8,-1,10,1,1,1.8,-4,0.9,-4
O=C(O)c1cccc(Nc2ncnc3c2cnn3-c2ccccc2)c1,15,-13,9,-61,1,0.9,1.1,-3,0.8,-3
CC(C)Nc1nc(Cl)nc(NN(C)c2nc(N(C)C)nc(N(C)C)n2)n1,2,-4,-1,-2,1,1,0.1,-1,1,-1
O=C(N/N=C/c1cccc(Oc2ccccc2)c1)c1cc[n+]([O-])cc1,-9,-8,-3,-4,1,1,-1.0,-5,1.1,5
COc1ccnc(-n2cccc2C#N)c1C#N,3,-12,-2,-3,1.1,1,0.5,-8,1,-1
CC(Sc1nnc(CNc2cccc3ccccc23)n1-c1ccccc1)C(=O)N/N=C/c1ccco1 (stereo not given),-4,-12,-2,-5,1.1,1,0.9,-6,1,-3
N#Cc1c(N)n(CCOC(=O)c2ccc(Cl)cc2)c2nc3ccccc3nc12,-9,-7,-4,-10,1,1,3.9,0,1.1,1
